Screening data as filed in PubChem BioAssay.
USP7 inh: human USP7 deubiquitinase inhibition | Q93009 | purified USP7, Ub-rhodamine cleavage fluorescence | inhibition, % at 20 µM | 47,000 compounds, 0.3% hits | AID 1645854
UCHL1 block: blocks human UCHL1 ubiquitin-rhodamine cleavage. P09936. purified UCHL1, Ub-rhodamine cleavage fluorescence. inhibition, % at 20 µM. 47,000 compounds, 0.2% hits
Target sequence (P09936 whole entry, looked up): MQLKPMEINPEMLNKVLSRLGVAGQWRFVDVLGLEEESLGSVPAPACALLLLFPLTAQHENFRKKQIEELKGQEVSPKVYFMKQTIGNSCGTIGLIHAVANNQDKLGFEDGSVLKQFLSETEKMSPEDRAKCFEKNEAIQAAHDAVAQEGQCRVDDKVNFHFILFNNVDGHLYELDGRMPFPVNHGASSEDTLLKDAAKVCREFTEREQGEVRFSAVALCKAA
USP10 block: human USP10 deubiquitinase inhibition. purified USP10, Ub-rhodamine fluorescence, 60 min. inhibition, % at 20 µM. 47,000 compounds, 1.1% hits
Target sequence (Q14694 whole entry, looked up): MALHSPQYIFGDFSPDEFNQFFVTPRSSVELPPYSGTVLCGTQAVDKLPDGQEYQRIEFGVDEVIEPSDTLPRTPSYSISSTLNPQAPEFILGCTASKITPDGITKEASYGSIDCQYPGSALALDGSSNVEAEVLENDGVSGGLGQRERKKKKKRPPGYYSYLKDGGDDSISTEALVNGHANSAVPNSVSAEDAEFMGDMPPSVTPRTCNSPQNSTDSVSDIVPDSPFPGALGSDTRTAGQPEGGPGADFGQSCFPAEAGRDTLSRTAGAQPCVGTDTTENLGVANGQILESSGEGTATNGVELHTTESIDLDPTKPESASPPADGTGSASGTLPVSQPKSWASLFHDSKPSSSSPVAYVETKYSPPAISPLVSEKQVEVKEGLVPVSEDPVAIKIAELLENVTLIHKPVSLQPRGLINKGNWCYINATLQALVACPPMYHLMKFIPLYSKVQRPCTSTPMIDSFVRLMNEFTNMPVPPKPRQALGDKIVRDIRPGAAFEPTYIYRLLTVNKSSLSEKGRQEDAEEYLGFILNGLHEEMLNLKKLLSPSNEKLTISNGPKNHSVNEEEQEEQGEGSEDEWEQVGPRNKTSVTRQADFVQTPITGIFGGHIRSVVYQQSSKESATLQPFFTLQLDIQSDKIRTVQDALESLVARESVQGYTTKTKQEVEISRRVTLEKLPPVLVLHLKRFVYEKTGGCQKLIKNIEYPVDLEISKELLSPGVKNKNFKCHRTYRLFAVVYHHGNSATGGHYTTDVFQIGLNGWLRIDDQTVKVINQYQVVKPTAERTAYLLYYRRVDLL
USP17 block: human USP17-like deubiquitinase inhibition | A8MUK1 | purified USP17, Ub-rhodamine cleavage fluorescence, 3 h | inhibition, % at 50 µM | 47,000 compounds, 6.5% hits | AID 1645855
USP8 block: blocks human USP8 ubiquitin-rhodamine cleavage; inhibition, % at 20 µM; purified USP8, Ub-rhodamine cleavage fluorescence, 30 min; AID 1645853; P40818; 47,000 compounds, 4.2% hits
USP30 block: inhibitors of human USP30 deubiquitinase; Q70CQ3; purified USP30, Ub-rhodamine cleavage fluorescence; inhibition, % at 25 µM; 47,000 compounds, 5.3% hits; AID 1645860
USP28 inh: blocks human USP28 ubiquitin-rhodamine cleavage. purified USP28, Ub-rhodamine cleavage fluorescence, 30 min. Q96RU2. 47,000 compounds, 3% hits. AID 1645857. inhibition, % at 25 µM
OTUD3 block: blocks human OTUD3 ubiquitin-rhodamine cleavage | inhibition, % at 25 µM | 47,000 compounds, 0.7% hits | Q5T2D3 | purified OTUD3, Ub-rhodamine fluorescence, 2 h
An asterisk follows results filed as active; x = not tested or not shown. No stated cut-off is given here; in the data, active means inhibition above about 30%; inactive means the rest.

no.	Structure	USP7 inh	UCHL1 block	USP10 block	USP17 block	USP8 block	USP30 block	USP28 inh	OTUD3 block
1	COc1ccc(CN2C=C(C(=O)Nc3ccccc3C)C(C)=NS2(=O)=O)cc1	-18.7	-23.5	-3.3	-29.8	-21.2	-133.5	-33.1	-23.2
2	CC(C)CCN1C(=O)CC[C@]2(C(=O)N3CCNC(=O)C3)CCCC[C@@H]12	-2.5	-0.7	-2.2	1.0	-0.2	0.2	-0.5	7.5
3	CCN1CCOCC2(CCCN(C(=O)c3nccn3C)C2)C1 (stereo not given)	0.5	-3.4	-4.7	-18.8	-101.8	0.1	-6.1	-1.9
4	COc1ccc(CC(=O)Nc2cccn3c(C)nnc23)c(Cl)c1	-2.5	-2.3	-0.9	0.0	-2.7	-15.7	0.1	-0.1
5	CC(=O)Nc1ccc(-n2cnc(C(=O)NC3CCCC3)c2)nc1	-0.5	0.0	-0.2	-7.1	-8.6	-1.2	1.0	1.9
6	COCCn1c(=S)[nH]c2cc(C(=O)NCCSCc3ccccc3)ccc2c1=O	7.1	2.2	21.2	27.0	8.7	70.5*	17.1	8.1
7	CCCCC/C=C/C=C/C=C/c1c(O)ccc(O)c1C=O	1.5	-0.4	3.2	5.5	3.8	15.1	1.3	6.5
8	O=C(N[C@@H]1CN(C2CCOC2)[C@@H]2COC[C@@H]21)c1cscn1 (stereo not given in full)	8.3	0.5	0.8	-7.7	-39.6	5.7	0.4	0.8
9	COc1ccc(S(=O)(=O)Nc2ccccc2C(=O)OCC(=O)c2ccc(Br)cc2)cc1OC	1.3	0.3	-0.4	-18.1	-56.9	-19.8	-10.7	-8.9
10	CNc1nc(C2CCCN2C(C)=O)nc2c1CCN(Cc1ccc3ncccc3c1)C2 (stereo not given)	-84.8	-68.3	-6.3	-66.0	0.5	-336.2	-106.9	-70.5
11	COc1ccccc1CC(=O)N1CCN(c2cccc3[nH]ccc23)CC1	-4.6	-0.5	-6.3	12.9	58.0*	-25.9	-5.1	-13.7
12	Cc1ccccc1NS(=O)(=O)c1cc(C(=O)NCc2ccncc2)ccc1Cl	2.1	-0.5	4.1	-0.9	-33.2	-51.1	7.0	4.3
13	Cc1ccc(Cl)cc1NC(=O)c1ccn(COc2ccccc2F)n1	2.1	4.7	8.7	0.3	-10.4	-0.2	34.9*	5.1
14	CCOC(=O)N1CCc2c(sc3ncn(CC(C)=O)c(=O)c23)C1	-2.3	0.0	0.1	10.8	-1.6	14.2	15.9	11.7
15	O=C(Cc1ccccc1)N1CC[C@@H]2CN(CCc3ccccc3)S(=O)(=O)[C@@H]2CC1	-2.9	-1.8	-0.2	-14.0	-39.1	-2.1	-1.6	-2.6
16	O=C(Nc1cccc(-c2nc3ccccc3[nH]2)c1)c1cc2ccccc2oc1=O	4.0	0.0	3.9	59.5*	0.8	37.2*	-3.1	1.1
17	CC(=O)Nc1ccc(S(=O)(=O)Nc2cncc(C(=O)NCc3ccc4c(c3)OCO4)c2)cc1	7.0	3.1	-1.6	x	5.7	11.2	11.2	6.7
18	Cc1nc(OCc2ccccc2C#N)c2ccccc2n1	-1.1	-1.2	-1.5	2.5	4.9	-6.7	0.8	1.5
19	O=C(c1cccnn1)N1CCCC1c1ncc(Cc2ccccc2Cl)o1 (stereo not given)	-6.0	-4.7	-6.8	-22.3	-13.1	-23.6	-14.5	-9.5
20	CSc1n[nH]c(-c2sccc2OCc2ccc(C)cc2)n1	-10.6	1.0	8.0	4.1	3.1	8.0	22.6	-2.4
21	COc1ccc(-c2nn3c(N4CCN(c5ccccn5)CC4)cc(C)nc3c2C)cc1	2.2	1.6	1.1	84.4*	2.9	x	x	-5.0
22	Cc1ccc(NC(=O)CCc2c(C)nn3cnnc3c2C)cc1	0.9	-4.5	0.0	-3.6	-15.3	-7.3	-11.1	-7.5
23	O=S(=O)(c1ccc(F)cc1)N1CCCC1c1ccnc(Nc2cnccn2)n1 (stereo not given)	-2.3	-1.2	-4.7	47.1*	-0.1	72.5*	45.4*	12.4
24	CC1(C)Cc2c(c(N3CCOCC3)nc3sc4c(NCCO)ncnc4c23)CO1	4.3	0.0	-2.7	1.8	1.0	3.0	5.4	9.4

Reprinted at random: 5 records from the list.
no.	Structure	USP7 inh	UCHL1 block	USP10 block	USP17 block	USP8 block	USP30 block	USP28 inh	OTUD3 block
16	O=C(Nc1cccc(-c2nc3ccccc3[nH]2)c1)c1cc2ccccc2oc1=O	4.0	0.0	3.9	59.5*	0.8	37.2*	-3.1	1.1
11	COc1ccccc1CC(=O)N1CCN(c2cccc3[nH]ccc23)CC1	-4.6	-0.5	-6.3	12.9	58.0*	-25.9	-5.1	-13.7
15	O=C(Cc1ccccc1)N1CC[C@@H]2CN(CCc3ccccc3)S(=O)(=O)[C@@H]2CC1	-2.9	-1.8	-0.2	-14.0	-39.1	-2.1	-1.6	-2.6
1	COc1ccc(CN2C=C(C(=O)Nc3ccccc3C)C(C)=NS2(=O)=O)cc1	-18.7	-23.5	-3.3	-29.8	-21.2	-133.5	-33.1	-23.2
21	COc1ccc(-c2nn3c(N4CCN(c5ccccn5)CC4)cc(C)nc3c2C)cc1	2.2	1.6	1.1	84.4*	2.9	x	x	-5.0

New compounds follow:
no.	Structure	USP7 inh	UCHL1 block	USP10 block	USP17 block	USP8 block	USP30 block	USP28 inh	OTUD3 block
25	Cc1cc(-c2cnc(C)nc2C2CCCN(C(=O)C3CC3)C2)on1 (stereo not given)	0.2	-2.5	0.7	2.6	-5.5	2.4	-8.3	-4.6
26	COc1cccc(CNC(=O)c2sc3ncnc(N4CCN(C)CC4)c3c2C)c1	-12.6	-11.8	-9.8	-38.3	-29.9	-112.5	-40.5	-30.7
27	Cc1ccc(Nc2nc3ccncc3n(Cc3ccccc3)c2=O)cc1C	-2.3	-0.4	-6.5	-20.5	-21.6	-20.7	-10.8	-10.6
28	Cn1c2ccccc2c2ncn(Cc3ccc(F)cc3)c(=O)c21	8.0	5.2	7.4	71.2*	-1.5	33.9*	32.0*	14.2
29	Cc1oc(C(C)(C)C)cc1-c1nc(-c2ccc(C(F)(F)F)cc2)no1	-0.3	-1.7	2.8	1.5	6.5	1.7	2.0	-0.1
30	CC(C)c1nc2sc3c(N(C)CCO)ncnc3c2c2c1COC(C)(C)C2	-0.3	0.2	-3.7	-17.2	-0.6	-12.8	-9.4	-0.8
31	Cc1ccc(CNc2nc3nc(CN4CCc5ccccc5C4)cc(=O)n3[nH]2)cc1	-4.5	-0.3	6.3	-5.5	-38.1	0.2	0.8	-2.9
32	COc1ccc(Cn2c(-c3ccc(F)cc3)nc3c(c(=O)c4ccccc4n3C)c2=O)cc1	-1.0	-3.2	-5.0	0.4	-5.2	-21.6	-17.7	-3.6
33	CN(C)CCN1[C@H]2CCN(C(=O)c3ccc[nH]3)CC[C@@H]2Oc2ccccc2S1(=O)=O	-5.3	-3.6	-1.5	-17.1	-56.8	-15.5	-6.2	-8.5
34	Cc1cc2n(n1)CCCN2C(=O)CCC(=O)Nc1ccc(F)cc1Cl	1.6	-1.4	-1.8	2.3	4.3	0.3	6.6	14.6
35	Cc1ccccc1N(C)C(=O)Cc1noc2ccccc12	-5.6	-2.5	-2.2	-0.2	13.1	6.2	-9.8	-9.1
36	CCN1CC[C@@]2(C(=O)Nc3cccnc3)CCN(C(=O)NC(C)C)CC[C@@H]12	-3.0	0.0	1.7	-12.3	-6.5	2.5	-3.3	-2.9
37	O=C(NCCc1c[nH]c2ccccc12)C(=O)Nc1ccccc1C(=O)N1CCCC1	-6.6	-4.9	-4.7	-20.8	-25.6	-45.1	-8.6	-15.9
38	CC1CCN(C(=O)Nc2ccc3ccccc3c2)Cc2nc3ccccc3n21 (stereo not given)	-0.2	0.5	4.8	28.0	-125.8	33.2*	7.2	-13.6
39	Cc1c(C2c3ccccc3C(=O)N2CC(=O)N2CCC(C(N)=O)CC2)c2ccccc2n1C (stereo not given)	-6.7	-5.0	-7.1	-21.9	-172.2	-71.0	-26.4	-25.7
40	O=C(NC1CCCCC1)NC(CO)c1ccccc1 (stereo not given)	2.6	4.9	2.1	15.9	0.7	15.1	8.7	20.8
41	CC1CCN(Cc2nc(-c3ccc(N4CCOCC4)nc3)no2)CC1	-1.1	-3.5	0.0	-17.1	0.0	x	x	-10.6
42	Cc1ccccc1Nc1nccc(C2CCCN(C(=O)C3CCCC3)C2)n1 (stereo not given)	1.0	4.3	0.1	-0.7	10.8	15.0	5.2	3.9
43	O=C(NCc1ccco1)c1ccc(Cn2c(=O)c3sccc3n(Cc3cc(=O)n4ccccc4n3)c2=O)cc1	4.3	9.2	12.6	69.6*	67.8*	40.4*	50.0*	17.0
44	Cc1ccc(-c2nc3nc(C)cc(=O)n3[nH]2)cc1	3.9	0.4	-0.2	12.0	19.1	18.2	4.1	9.7
45	Cc1n[nH]c(C)c1CC(=O)NCCc1ccccc1Cl	x	2.3	-0.4	-2.0	-0.5	0.1	-0.4	1.9
46	CCS(=O)(=O)N1Cc2ccccc2CC1C(=O)Nc1nc(-c2ccccc2)c(C)s1 (stereo not given)	5.7	3.7	0.5	-6.6	46.2*	-71.5	-7.1	-24.0
47	COc1ccc(CNC(=O)N2C[C@H](c3nc(-c4ccncc4)no3)[C@@H](C)C2)cc1	-3.3	-0.9	0.6	-12.0	-13.6	4.8	-2.5	0.0
48	O=C(NCc1cccnc1)c1ccc(N2CCC(NCc3cccc(OC(F)(F)F)c3)CC2)cc1	-0.1	-0.1	-5.1	-3.6	-6.7	-10.4	-2.1	-4.4

Down the list, quoted from above.
USP10 block, nos. 42 to 48, in order: 0.1, 12.6, -0.2, -0.4, 0.5, 0.6, -5.1
USP7 inh, nos. 42 to 48, in order: 1.0, 4.3, 3.9, x, 5.7, -3.3, -0.1

Going on with the list.
no.	Structure	USP7 inh	UCHL1 block	USP10 block	USP17 block	USP8 block	USP30 block	USP28 inh	OTUD3 block
49	CNc1nc2c(c(=O)n1Cc1ccccc1)CCN(C(=O)C1CCCCC1)C2	-2.4	0.0	-2.2	-1.9	8.5	25.1	8.5	2.2
50	CCCCCc1cc(O)c2c(ccc3c(O)c4c(cc32)C(C)(C)c2cc(O)cc(O)c2C4=O)c1	-0.7	1.7	9.9	31.2*	1.1	-16.6	9.7	3.9
51	O=C(Cc1cccs1)N1CCC(Nc2ncnc3c2CCC3)C1 (stereo not given)	-0.6	-0.2	-6.0	-18.0	-172.8	-48.1	-3.6	0.1
52	CC(=O)Nc1ccc(C(=O)Nc2cc(-c3cccnc3)no2)cc1	-0.9	0.8	-1.9	5.8	5.7	-4.0	2.5	2.6
53	COc1cccc(C(=O)Nc2nccn(-c3cccc(F)c3)c2=O)c1	1.8	-3.9	-0.9	-27.6	-46.2	0.1	-3.3	1.4
54	CC(=O)N1CCCc2cc(S(=O)(=O)N3CCN(C4CCCCC4)CC3)ccc21	-3.0	-1.7	-1.0	-10.3	-34.4	-14.4	-5.2	-10.9
55	O=C1CC(c2nc(-c3ccc(S(=O)(=O)N4CCCC4)cc3)no2)CN1C1CCCC1 (stereo not given)	-9.3	-4.9	-0.8	19.1	-12.3	10.6	-7.1	-1.4
56	COc1ccc(NC(=O)CSc2nc3ccccc3c3nc(C)nn23)cc1OC	5.7	5.4	-0.3	37.2*	41.3*	32.0*	18.9	20.2
57	COc1ccc(N(C(=O)c2cccnc2)S(=O)(=O)c2cccc3cccnc23)cc1	0.3	5.7	2.1	-57.6	2.0	16.6	2.8	4.8
58	Cc1cc(C)cc(-n2ccnc(SCC(=O)Nc3cccc(Cl)c3)c2=O)c1	5.7	4.5	7.2	34.2*	-4.3	54.5*	20.4	11.3
59	COc1ccc(C(=O)N2CCC3(CC2)CO[C@H]([C@@]2(C)CC[C@@H](C(C)(C)O)O2)C3)cc1	-2.9	-2.8	-1.0	-0.6	-0.5	10.6	-7.2	3.3
60	O=C(c1ccccc1)N1CCCCCC1C1CCN(Cc2ccc([N+](=O)[O-])cc2)CC1 (stereo not given)	-11.3	-4.3	-5.6	-35.5	-145.5	-15.9	-9.2	-8.1
61	CC1CCN(S(=O)(=O)NCc2cccc(S(N)(=O)=O)c2)CC1	2.4	0.9	-0.9	8.3	-3.0	x	x	6.4
62	O=C(N1CCCC1)N1CCC2(CC1)CCN(c1ncccn1)C2	-0.8	-2.0	-2.4	-94.0	-79.3	-383.2	-90.0	-76.3
63	Cc1ccc(S(=O)(=O)N2CCc3nc(C)ncc3C2)c(C)c1	-6.4	-5.0	0.1	-10.8	0.5	-27.0	-9.8	-11.5
64	Cc1nc(NC2CC2)sc1C(=O)NC1CC1	2.4	0.1	3.5	-2.5	-2.8	2.8	7.2	4.4
65	CCn1cc(C(=O)Nc2ccc3ccccc3c2)c(=O)c2ccc(C)nc21	-3.2	-1.9	-6.4	32.7*	-8.3	-97.9	-12.7	-20.0
66	O=C(CSc1ncn[nH]1)Nc1ccc2c(c1)OCO2	-0.9	-4.3	-1.4	x	-20.7	-4.5	-12.4	-15.7
67	Cc1ccc(S(=O)(=O)N(C)C)cc1NC(=O)c1cc(S(=O)(=O)N(C)Cc2ccccc2)ccc1Cl	8.4	1.1	0.3	13.2	2.5	24.1	10.1	13.7
